MrgX1 allo act: human MrgX1 positive allosteric modulation, primary screen; MrgX1-HEK293, Fluo-4 calcium flux, FDSS; stronger effect = higher value; B-score at 10 µM; actives 0.63% (n = 310,000);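 active means plate-corrected calcium response at least 3 library SD above typical, normal starting fluorescence, not activating the receptor alone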;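 further: compound read alongside a low EC10 to EC30 dose of BAM8-22 agonist; peak minus trough fluorescence over baseline measured at the second addition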
KCNK9 inh: human KCNK9 channel inhibition. HEK293 KCNK9, FluxOR thallium flux fluorescence; stronger effect = lower value. AID 488922. B-score at 10 µM. actives 1.2% (n = 310,000);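 active means ratio B-score over 3 SD below the library mean, with starting fluorescence within 5 SD of its mean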;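 further: negative B-score means less thallium flux so channel inhibition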
KCNQ1 inh: blocks the human KCNQ1 potassium channel; CHO-K1 KCNQ1, FluxOR thallium flux fluorescence; stronger effect = higher value; B-score at 10 µM; P51787; actives 1.3% (n = 310,000); AID 2642;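 active means compounds whose thallium flux B-score, printed positive for inhibition, exceeds three library SD while starting fluorescence stays within three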;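 further: channel opened by potassium depolarization with thallium stimulus after 20 min compound exposure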
Target sequence (P51787 whole entry, looked up): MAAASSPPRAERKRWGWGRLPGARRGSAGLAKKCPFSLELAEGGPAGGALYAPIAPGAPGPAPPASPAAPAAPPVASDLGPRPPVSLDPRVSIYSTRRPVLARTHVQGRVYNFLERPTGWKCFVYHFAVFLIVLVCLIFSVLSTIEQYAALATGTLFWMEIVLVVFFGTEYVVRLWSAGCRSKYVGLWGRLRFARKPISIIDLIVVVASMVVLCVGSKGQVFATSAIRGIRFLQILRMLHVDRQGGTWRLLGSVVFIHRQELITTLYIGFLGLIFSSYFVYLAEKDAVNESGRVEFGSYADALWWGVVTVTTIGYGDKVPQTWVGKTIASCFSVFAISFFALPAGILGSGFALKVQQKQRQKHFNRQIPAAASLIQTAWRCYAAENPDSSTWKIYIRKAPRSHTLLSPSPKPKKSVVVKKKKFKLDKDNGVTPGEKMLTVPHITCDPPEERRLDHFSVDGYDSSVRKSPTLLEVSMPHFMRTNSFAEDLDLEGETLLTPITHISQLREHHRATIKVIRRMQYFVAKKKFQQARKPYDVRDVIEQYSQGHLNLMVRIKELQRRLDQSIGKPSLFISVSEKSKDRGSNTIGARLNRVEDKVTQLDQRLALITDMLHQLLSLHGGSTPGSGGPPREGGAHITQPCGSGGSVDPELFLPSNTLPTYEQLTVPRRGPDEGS
ANO1 activ: mouse TMEM16A channel activation, primary screen; HEK293 TMEM16A/YFP-H148Q/I152L, iodide quench fluorescence; stronger effect = lower value; B-score at 10 µM; actives 0.3% (n = 340,000); AID 623877;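 active means fluorescence-ratio B-score plate-corrected deviation score at least 3 library SD below zero, with starting fluorescence score within 5 deviations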;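 further: channel opened by trigger with iodide after compound preincubation; score built on the fluorescence ratio of max minus min over baseline; more negative score means more quench and so TMEM16A activation or potentiation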
KCNK3 block: human KCNK3 channel inhibition, primary screen. B-score at 10 µM. O14649. CHO-KCNK3 thallium flux, FluxOR fluorescence; stronger effect = lower value. actives 0.84% (n = 340,000);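 active means B-score under library mean minus 4 SD, starting fluorescence ratio at most library mean plus 5 SD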;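 further: more negative B-score means stronger inhibition of thallium flux through KCNK3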
Target sequence (O14649 whole entry, looked up): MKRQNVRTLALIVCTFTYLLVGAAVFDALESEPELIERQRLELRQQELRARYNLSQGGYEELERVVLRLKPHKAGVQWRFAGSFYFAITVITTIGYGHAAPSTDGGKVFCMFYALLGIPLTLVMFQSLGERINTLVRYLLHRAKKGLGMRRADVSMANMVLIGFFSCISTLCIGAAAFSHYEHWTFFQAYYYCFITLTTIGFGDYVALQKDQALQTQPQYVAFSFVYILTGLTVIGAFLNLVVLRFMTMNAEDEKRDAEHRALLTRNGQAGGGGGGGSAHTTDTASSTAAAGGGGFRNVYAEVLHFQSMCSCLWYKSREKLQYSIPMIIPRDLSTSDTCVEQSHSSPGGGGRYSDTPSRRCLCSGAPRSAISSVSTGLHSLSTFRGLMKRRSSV
MrgX1 agonist: human MrgX1 receptor agonism, primary screen | MrgX1-HEK293 cells, Fluo-4 calcium fluorescence, agonist mode; stronger effect = higher value | actives 0.44% (n = 310,000) | B-score at 10 µM | Q96LB2;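 active means calcium response B-score plate-corrected fluorescence ratio at least 3 library SD, with starting fluorescence B-score inside 5 SD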
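System: HEK293 cells stably expressing human MrgX1 receptor; Dosing: test compound in the initial addition of three; Schedule: overnight plating, then 30 min 37 °C plus 30 min room-temperature dye loading; Detection: kinetic calcium dye fluorescence, Fluo-4 NW; Controls: per-plate positive and negative controls for Z′ factor.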
RGS4 act: potentiators or activators of RGS4; HEK293 M3R/inducible RGS4, carbachol calcium flux Fluo4; stronger effect = lower value; B-score at 10 µM; actives 0.92% (n = 310,000); AID 463111;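 active means B-score of the integrated calcium signal more than 4 SD below the library mean, with starting fluorescence not abnormally high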;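 further: negative B-score means reduced calcium response which marks RGS4 activation or potentiation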
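Detection: kinetic calcium fluorescence imaging with Fluo4-AM dye, 2 µM / Material: HEK293 cells with stable M3R and inducible RGS4 / Schedule: recording 10 s baseline at 1 Hz, 100 s post-agonist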
hERG rescue: shields human hERG channel from block by proarrhythmic agents | activation (rescue from dofetilide block), less the hit threshold, % at 10 µM | Q12809 | actives 0.51% (n = 310,000) | CHO-hERG, FluxOR thallium flux, dofetilide IC70 present;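 active means activation above the mean of controls blocked by dofetilide plus 5 SD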;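 further: thallium influx through hERG after potassium depolarization seen as dye fluorescence rise; in these data hits start at about 4.7%; inactives centre near -7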
KCNQ1 act: potentiators or activators of human KCNQ1 potassium channel. CHO-K1 KCNQ1, thallium flux FluxOR fluorescence; stronger effect = higher value. B-score at 10 µM. actives 0.35% (n = 310,000). AID 2648;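 active means fluorescence ratio B-score, a plate-corrected score, at least three library SD, with initial intensity B-score within 5 SD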
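Material: CHO-K1 cells stably expressing KCNQ1. Medium: assay buffer for compound exposure, DMSO matched across wells. Reagent: K+/Tl+ depolarizing stimulus. Compound dosing: single-concentration screen. Times: 37 °C overnight plating, 90-min dark dye load, 20-min compound pretreatment. Technique: FluxOR Tl+ flux fluorescence.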
TMEM16A inh: inhibitors of mouse TMEM16A calcium-activated chloride channel | Q8BHY3 | HEK293 TMEM16A/YFP iodide influx fluorescence, ionomycin | normalized B-score (activity score, 25-100; higher = stronger inhibition) at 10 µM | actives 1.2% (n = 310,000);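 active means ratio plate-corrected score three or more library SD toward inhibition, starting fluorescence score within five deviations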;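 further: score derived from kinetic fluorescence span divided by baseline fluorescence per well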
RGS4 inh: inhibitors of human RGS4 | B-score at 10 µM | P49798 | HEK293 M3R/RGS4 inducible, Fluo-4 calcium flux; stronger effect = higher value; triggered by carbachol at its EC20 | actives 0.45% (n = 310,000);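 active means B-score, a plate-corrected calcium signal, over three deviations above library mean, with baseline fluorescence within five deviations of library mean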;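 further: RGS4 expression induced by doxycycline in cells with stable M3 receptor; B-score is computed from the integrated fluorescence ratio over baseline after carbachol; higher B-score means a larger calcium signal and so more RGS4 inhibition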
The depositor's hits bear a star; i = inactive; · = not tested or not shown.

SMILES	MrgX1 allo act	KCNK9 inh	KCNQ1 inh	ANO1 activ	KCNK3 block	MrgX1 agonist	RGS4 act	hERG rescue	KCNQ1 act	TMEM16A inh	RGS4 inh
COc1cc(C(=O)N/C(=C\c2cn(C)c3ccccc23)C(=O)NCCCO)cc(OC)c1OC	i	i	i	i	i	i	i	-12.5	i	i	i
COC(=O)C(C(=O)OC)c1ncc(C(F)(F)F)cc1Cl	i	i	i	i	i	i	i	-2.8	i	i	i
COC(=O)C(C)Oc1ccc(-c2nccc(-c3ccc(F)cc3)n2)cc1 (configuration not stated)	i	i	i	i	i	i	i	-6.3	i	i	i
O=c1[nH]c2ccccc2nc1CCc1ccccc1	i	i	i	i	i	i	i	-0.1	i	i	i
COc1ccc(S(=O)(=O)N(C)c2ccc(C(=O)NCc3ccncc3)cc2)cc1	i	i	i	i	i	i	i	-10.8	i	i	i
N#Cc1c(-c2ccncc2)c2c([nH]c1=O)-c1ccccc1OC2	i	i	i	·	·	i	i	-6.3	i	i	i
CCOc1ccccc1CNC(=O)C1CCN(C(=O)N2CC(C)Oc3ccc(C)cc32)CC1 (configuration not stated)	i	i	i	i	i	i	i	-18.7	i	i	i
O=C(Cc1cc(=O)[nH]c(=O)[nH]1)NCCN1CCOCC1	i	i	i	i	i	i	i	-8.2	i	i	i
Cc1ccc(OC(=O)C(C)c2cccc(C(=O)c3ccccc3)c2)cc1 (configuration not stated)	i	i	i	i	i	i	i	-16.9	i	i	i
CCCN1CCc2c(sc3nc(SC)n(-c4ccccc4)c(=O)c23)C1	i	i	i	i	i	i	i	-2.3	i	i	i
CC(C)CN(C(=O)c1cccs1)C1CCS(=O)(=O)C1 (configuration not stated)	·	i	i	i	i	·	i	-8.5	i	·	i
CCCOC1(NC(=O)c2ccccc2)C(C)=CC(=O)C=C1C	i	i	i	i	i	i	i	-14.3	i	i	i
CCOc1cccc2sc(=NC(=O)CCS(=O)(=O)c3ccccc3)n(CC)c12	i	i	i	i	i	i	i	-3.6	i	i	i
COc1ccc(C(=O)Nc2nc(N)n(-c3ccccc3)n2)cc1OC	i	i	i	i	i	i	i	-3.0	i	i	i
Cc1nc2nc(-c3ccc(F)cc3)cn2nc1C	i	i	i	i	i	i	i	-2.8	i	i	i
CNC(=O)c1cn(-c2ccccc2)c(=O)c2ccccc12	i	i	i	i	i	i	i	-7.6	i	i	i
COc1ccc(Cn2nnnc2CN2CCC(O)(c3ccccc3F)CC2)cc1	i	i	i	i	i	i	i	-4.5	i	i	i
CCC1CCCCN1CC(O)Cn1c2ccccc2n2c(=O)cc(C)c(C#N)c12 (configuration not stated)	i	i	i	i	i	i	i	-1.9	i	i	i
COC(=O)C(C)Oc1ccc(Oc2nc(Cl)ccc2Cl)cc1 (configuration not stated)	i	i	i	i	i	i	i	-11.6	i	i	i
COc1cc(NS(=O)(=O)c2ccc(-c3ccc(=O)[nH]n3)o2)cc(OC)c1OC	i	i	i	i	i	i	i	-9.3	i	i	i
O=C(c1cc2ccccc2oc1=O)N(Cc1cccs1)C1CCS(=O)(=O)C1 (configuration not stated)	i	i	i	i	i	i	i	-7.0	i	i	i
CCc1ccc(CSc2nccn2-c2ccccc2)cc1	i	i	i	i	i	i	i	-10.6	i	i	i
Cc1ccc2c(c1)[nH]c1c(=O)n(Cc3ccccn3)cnc12	i	i	i	i	i	i	i	-8.5	i	i	i
O=C(COc1cc2oc(=O)c3c(c2cc1Cl)CCCC3)NCC1CCC(C(=O)O)CC1 (configuration not stated)	i	i	i	i	i	i	i	-11.2	i	i	i
COc1ccc(/C=N/NC(=O)CN(C)C(=O)OCc2ccccc2)cc1OC	i	i	i	i	i	i	i	-6.4	i	i	i
O=C(NCC(c1ccc(F)cc1)N1CCOCC1)c1ccc(C(=O)c2ccccc2)cc1 (configuration not stated)	i	i	i	i	i	i	i	-7.9	i	i	i
CCOc1ccc2nc(N3CCC(C(=O)NCCCN4CCOCC4)CC3)sc2c1	i	i	i	i	i	i	i	-13.4	i	i	i
O=C(COc1ccccc1[N+](=O)[O-])Nc1cccc(Cl)c1N1CCOCC1	i	i	i	i	i	i	i	-9.2	i	i	i
Cn1ccc(NC(=O)Nc2cccc(C(F)(F)F)c2)n1	i	i	i	i	i	i	i	-11.5	i	i	i
CCOc1ncccc1C(=O)N=C1SCCN1C(=O)c1cccnc1OCC	i	i	i	i	i	i	i	-15.7	i	i	i
CCOC(=O)c1ccc(N2CN(C3CCCCC3)CNC2=S)cc1	i	i	i	i	i	i	i	1.2	i	i	i
CC(C)(C)C(=O)/C=C/c1ccc(Oc2ccccc2)cc1	i	i	i	i	i	i	i	-2.7	i	i	i
N=C1S/C(=C\c2ccco2)C(=O)N1c1nccs1	i	i	i	i	i	48.5*	i	-3.7	9*	i	i
CC1CN(C(c2cccs2)c2sc3ncnn3c2O)CC(C)O1 (configuration not stated)	i	i	i	i	i	i	i	-2.7	i	i	i
Cc1ccc(S(=O)(=O)C2(C(=O)N3CCN(c4ccccc4F)CC3)CC2)cc1	i	i	i	i	i	i	i	-4.5	i	i	i
COc1ccc(CNC(=O)CN(Cc2ccc(OC)cc2)C(=O)c2csnn2)cc1	i	i	i	i	i	i	i	-6.2	i	i	i
CS(=O)(=O)Nc1nc2n(n1)C(c1ccc(F)cc1)CC(c1ccccc1)N2 (configuration not stated)	i	i	i	i	i	i	i	-18.3	i	i	i
Cc1ccc(C)c(N2CCN(C(=O)Cn3cccc3)CC2)c1	i	i	i	i	i	i	i	-14.2	i	i	i
c1ccc(-c2ccc(C3CCCN3)cc2)cc1 (configuration not stated)	i	i	i	i	i	i	i	-4.6	i	i	i
O=C1OCC/C1=C\c1ccc(O)cc1	i	i	i	i	i	i	i	-3.9	i	i	i
O=C(c1cc2nc(-c3ccccc3)cc(-c3ccccc3)n2n1)N1CCCC1	i	i	i	i	i	i	i	-10.1	i	i	i
O=C(c1ccc(Cn2cc(Br)cn2)cc1)N1N=C(C(F)F)CC1(O)C(F)F (configuration not stated)	i	i	i	i	i	i	-7.88*	-11.4	i	i	i
CC1(C)C2CCC1(CS(=O)(=O)N1CCOCC1)C(=O)C2 (configuration not stated)	i	i	i	i	i	i	i	-12.9	i	i	i
Cc1ccccc1OCC(=O)N/N=C/c1ccc(Sc2nc3ccccc3s2)o1	i	i	i	i	i	i	i	-12.5	i	i	i
Cc1noc(C)c1COC(=O)/C=C/c1ccccc1Cl	i	i	i	i	i	i	i	-9.7	i	i	i
COC(=O)c1sc(NC(=O)c2ccc(C)o2)nc1C	i	i	i	i	i	i	i	-13.4	i	i	i
CCCCCCCCNC(=O)c1cnsn1	i	i	i	i	i	i	i	-5.3	i	i	i
CNc1ccccc1C(=O)OC(C)C(=O)Nc1ccc(S(=O)(=O)N2CCCC2)cc1 (configuration not stated)	i	i	i	i	i	i	i	-10.3	i	i	i
CC(=O)Nc1c(O)nc(SCC(=O)Nc2c(C)cccc2C)[nH]c1=O	i	i	i	i	i	i	i	-8.0	i	i	i
COc1ccccc1N1CCN(S(=O)(=O)c2cc(-c3cc(C)no3)ccc2C(C)C)CC1	i	i	i	i	i	i	i	-4.7	i	i	i
O=C(O)C(c1ccccc1)C1(O)CCCCC1 (configuration not stated)	i	i	i	i	i	i	i	-3.2	i	i	i
CCCN1CCN(C(=O)Nc2ccc(OCC)cc2)CC1	i	i	i	i	i	i	i	-9.0	i	i	i
O=C(Nc1ccccc1N1CCN(c2ccccc2)CC1)C1CCCCC1	i	i	i	i	i	i	i	-10.2	i	i	i
O=C(c1cc(-c2ccco2)on1)N1CCCc2ccccc21	i	i	i	i	i	i	i	-12.5	i	i	i
Cc1ccc2oc(=O)n(CC(=O)c3ccc(F)cc3)c2c1	i	i	i	i	i	i	i	-4.5	i	i	i
COC(=O)c1cc(S(=O)(=O)N2CCC(C(N)=O)CC2)oc1C	i	i	i	i	i	i	i	-9.5	i	i	i
CCCc1c(C(=O)N/N=C/c2ccccc2OCc2ccc(F)cc2)nnn1-c1nonc1N	i	i	i	i	i	i	i	-3.5	i	i	i
CCOc1cc2[nH]c(=S)n(CCCCC(=O)NCc3ccco3)c(=O)c2cc1OCC	i	i	i	i	i	i	i	-4.5	i	i	i
CCOCCCNC(=O)Cc1ccc(-n2c(CC)nc3cccnc32)cc1	i	i	i	·	i	i	i	-6.0	i	i	i
O=C(c1cc(-c2ccc(Cl)cc2Cl)on1)N1CCCC1	i	i	i	i	i	i	i	-4.7	i	i	i

Reformatted with values under each structure: 2 of the compounds above
Second line of a record – MrgX1 allo act	KCNK9 inh	KCNQ1 inh	ANO1 activ	KCNK3 block	MrgX1 agonist	RGS4 act	hERG rescue	KCNQ1 act	TMEM16A inh	RGS4 inh
O=C(Nc1ccccc1N1CCN(c2ccccc2)CC1)C1CCCCC1
 : i	i	i	i	i	i	i	-10.2	i	i	i
O=C(c1cc(-c2ccco2)on1)N1CCCc2ccccc21
 : i	i	i	i	i	i	i	-12.5	i	i	i

Later entries
SMILES	MrgX1 allo act	KCNK9 inh	KCNQ1 inh	ANO1 activ	KCNK3 block	MrgX1 agonist	RGS4 act	hERG rescue	KCNQ1 act	TMEM16A inh	RGS4 inh
Cc1ccc(-c2cc3ccccc3nc2N2CCCC2)cc1	i	i	12*	i	i	i	i	-7.5	i	i	i
COc1ccc(-c2cc(C(=O)Oc3ccc([N+](=O)[O-])cc3)c3ccccc3n2)cc1	i	i	i	i	i	i	i	-1.8	i	i	i
NCCCC[C@H]1CNC(=O)C(=O)N1CC1CCCCC1	i	i	i	i	i	i	i	-8.7	i	i	i
Cc1nn2c(=O)cc(CSc3ccccc3NC(=O)c3ccccc3)nc2s1	i	i	i	i	i	i	i	-7.2	i	i	i
CCOc1ccc2[nH]c3c(NCCOC)ncnc3c2c1	i	i	i	i	i	i	i	-6.3	i	i	i
CC1(C)CC(=O)C2=C(C1)N(CCN1CCOCC1)C1=C(C(=O)CC(C)(C)C1)C2c1ccc(Cl)cc1	i	i	i	i	i	i	i	-6.2	i	i	i
C=CCNC(=O)Nc1ccc(F)cc1F	i	i	i	i	i	i	i	-8.8	i	i	i
CC1CCCC(NC(=O)c2n[nH]c(=O)c3ccccc23)C1C (configuration not stated)	i	i	i	i	i	i	i	-4.4	i	i	i
